From PubChem BioAssay
Thrombin inh: inhibitors of human thrombin; P00734; alpha-thrombin, Boc-VPR-AMC fluorogenic substrate cleavage; inhibition, % at 5 µM; AID 1046; 220,000 tested, 0.26% active;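 active = inhibition at or above 40%; inactive = inhibition below 40%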;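 also: 0% = enzyme with no compound and 100% = wells without enzyme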
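System – human alpha-thrombin protein · Reagent – Boc-VPR-AMC substrate, 15 µM final · Compound – 5 µM single dose in 0.2% DMSO · Schedule – reaction at room temperature · Technique – AMC fluorescence at 355 nm excitation and 460 nm emission · Read-out basis – % inhibition relative to enzyme controls and enzyme-free blanks · Control set – no-compound enzyme wells and no-enzyme blanks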
TRPN1 ag: agonists of zebrafish TRPN1 channel | HEK293 zebrafish TRPN1-YFP, Fluo-8 calcium fluorescence; 100% = response to 87 µM carbachol | activation, % at 3 µM | 220,000 tested, 0.18% active | AID 1424;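 active = activation above its plate's cutoff, the mean activation of test wells on that plate plus 3 SD, cut at about 19% in these data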;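 also: 0% = DMSO alone and 100% = 87 µM carbachol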
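Assay system: Zebrafish TRPN1-YFP in HEK293 cells | Incubation: Dye loading 1 h at 37 °C, then 30 min room temperature | Measured by: Kinetic Fluo-8 fluorescence, ex 470-495, em 515-575 nm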
Tb hexokinase: blocks Trypanosoma brucei hexokinase 1 activity. recombinant TbHK1, G6PDH-coupled NADH A340. inhibition, % at 10 µM. 220,000 tested, 0.11% active. AID 1430;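 active = inhibition of 50% or more in the single-dose primary screen; inactive = inhibition below 50%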
EBV gp42 block: inhibitors of Epstein-Barr virus glycoprotein 42; Q1HVG2; Fluorescence polarization binding assay, mP read-out; inhibition, % (tested at 21.74 µM); 220,000 tested, 0.42% active; in the data active = inhibition above about 50%
Target sequence (Q1HVG2 whole entry, looked up): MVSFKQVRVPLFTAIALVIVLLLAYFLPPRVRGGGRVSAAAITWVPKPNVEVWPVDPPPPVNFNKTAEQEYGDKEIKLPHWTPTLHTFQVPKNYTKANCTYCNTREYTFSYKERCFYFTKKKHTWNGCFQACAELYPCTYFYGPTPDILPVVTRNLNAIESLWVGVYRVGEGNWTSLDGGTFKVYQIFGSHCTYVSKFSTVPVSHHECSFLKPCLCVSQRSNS
KCC2 mod: modulators of human KCC2 chloride dependent transport; B-score of Tl+ flux slope (higher = more flux/activation; lower = inhibition) at 10 µM; KCC2 cells, thallium flux FluoZin-2 fluorescence; 190,000 tested, 2.2% active; Q9H2X9;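 active = thallium flux slope and its plate-corrected score both differing from the plate sample mean at a set confidence after two filtering rounds, in either direction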;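 also: slope of fluorescence scaled to starting intensity during 10 to 20 s after thallium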
Calpain2 inh: calpain II (pig) inhibition; purified calpain II, fluorogenic peptide substrate, 30 min; inhibition, % at 16 µM; 220,000 tested, 0.37% active;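 active = inhibition above about 50%, limit read from the data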
Furin inh: human furin inhibition; inhibition, % at 30 µM; 220,000 tested, 0.061% active; AID 463115; P09958; purified furin, fluorogenic substrate cleavage; in the data active = inhibition above about 25%; also: inactives centre near -15
PPC-1+TRAIL kill: PPC-1 cancer cell killing with TRAIL present; AID 1443; PPC-1 cells + TRAIL, ATPLite viability luminescence; cell killing (% activity), % at 4 µM; 220,000 tested, 0.41% active;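 active = cell killing above 50% in the first pass at 4 µM, then a duplicate retest at 5 µM averaging 50% or more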;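 also: plate controls were cells with TRAIL plus DMSO for no effect and medium-only wells lacking cells for full effect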
TRPML3 agonist: human mucolipin-3 channel agonism | AID 1448 | HEK293 TRPML3-YFP, Fluo-8 calcium fluorescence; 100% = the carbachol control signal | Q8TDD5 | 220,000 tested, 0.29% active | activation, % at 3 µM;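 active = activation above its plate's cutoff, the mean activation of the plate's test wells plus 3 SD, cut at about 12% in these data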;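 also: 0% = DMSO only wells and 100% = carbachol wells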
Target sequence (Q8TDD5 whole entry, looked up): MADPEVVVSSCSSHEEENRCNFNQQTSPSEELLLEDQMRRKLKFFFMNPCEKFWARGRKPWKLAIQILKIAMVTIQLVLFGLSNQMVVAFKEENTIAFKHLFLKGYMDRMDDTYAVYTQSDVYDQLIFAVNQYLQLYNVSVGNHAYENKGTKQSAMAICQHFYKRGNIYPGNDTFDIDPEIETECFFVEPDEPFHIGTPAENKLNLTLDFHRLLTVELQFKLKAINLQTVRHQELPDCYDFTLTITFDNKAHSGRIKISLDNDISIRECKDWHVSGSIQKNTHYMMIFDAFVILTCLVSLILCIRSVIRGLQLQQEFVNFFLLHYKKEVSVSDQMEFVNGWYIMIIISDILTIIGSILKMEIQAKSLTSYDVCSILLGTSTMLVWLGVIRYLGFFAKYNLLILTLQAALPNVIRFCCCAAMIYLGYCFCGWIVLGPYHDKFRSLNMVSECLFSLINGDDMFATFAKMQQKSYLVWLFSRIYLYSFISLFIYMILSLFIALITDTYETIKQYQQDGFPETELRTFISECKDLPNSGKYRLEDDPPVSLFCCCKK
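Test system: HEK293 cells stably carrying human TRPML3-YFP; Doses: single dose, 3 µM final nominal compound, 0.3% DMSO final; Schedule: dye loading 1 h 37 °C then 30 min ambient, 125 s read; Technique: Fluo-8 calcium fluorescence; Benchmarks: high control carbachol 87 µM, low control DMSO.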
* marks the source's active call; other numbers are inactive results; [ ] = remark or other dose.

What do the screens show for `O=C1CCCc2nn(-c3ccccc3)nc21`?
Thrombin inh: -1; TRPN1 ag: 0.3; Tb hexokinase: -1; EBV gp42 block: -8; KCC2 mod: 0.78; Calpain2 inh: -16; Furin inh: -13[20 µM]; PPC-1+TRAIL kill: 10; TRPML3 agonist: 0.1

What do the screens show for `CC(=O)Oc1c2occc2cc2ccc(=O)oc12`?
Thrombin inh: 2; TRPN1 ag: 0.5; Tb hexokinase: -10; EBV gp42 block: -3; Calpain2 inh: -6; Furin inh: -13; PPC-1+TRAIL kill: -2; TRPML3 agonist: 0.9

What do the screens show for `CC1CCN(Cc2c(O)ccc3c(=O)c(-c4nc5ccccc5s4)c(N)oc23)CC1`?
Thrombin inh: 1; TRPN1 ag: 1.7; Tb hexokinase: -46; EBV gp42 block: -3; KCC2 mod: 0.062; Calpain2 inh: -56; Furin inh: -33; PPC-1+TRAIL kill: 20; TRPML3 agonist: 0.7

How did C=CCNc1nc2c(c(=O)[nH]c(=O)n2C)n1Cc1cccc(C)c1 do in these assays?
Thrombin inh: -9; TRPN1 ag: -0.1; Tb hexokinase: 5; EBV gp42 block: 1; Calpain2 inh: -38; Furin inh: -20; PPC-1+TRAIL kill: -10; TRPML3 agonist: -0.6

Results for CCC(=O)Nc1ccc(NC(=O)/C=C/c2ccc(Cl)cc2)cc1 ?
Thrombin inh: 13; TRPN1 ag: 4.8; Tb hexokinase: 1; EBV gp42 block: 9; KCC2 mod: 0.95; Calpain2 inh: -8; Furin inh: -7; PPC-1+TRAIL kill: 16; TRPML3 agonist: -0.1

What do the screens show for `O=C1CC(NNc2ccccc2)C(=O)N1c1cccc(Cl)c1` (centres undefined)?
Thrombin inh: 5; TRPN1 ag: -0.2; Tb hexokinase: -5; EBV gp42 block: -12; KCC2 mod: -0.06; Calpain2 inh: 41; Furin inh: 6[20 µM]; PPC-1+TRAIL kill: 5; TRPML3 agonist: -0.3

What do the screens show for `Cc1ccc(O)c(C(CC(=O)NCc2ccco2)c2ccccc2)c1` (centres undefined)?
Thrombin inh: -8; TRPN1 ag: -2.6; Tb hexokinase: 3; EBV gp42 block: 6; KCC2 mod: 0.45; Calpain2 inh: 3; Furin inh: -16; PPC-1+TRAIL kill: 10; TRPML3 agonist: -1.2

What do the screens show for `COc1cccc(CC(NC(C)=O)C(=O)NC2CCN(S(=O)(=O)c3ccc(NC(C)=O)cc3)CC2)c1` (centres undefined)?
Thrombin inh: -4; TRPN1 ag: 0.1; Tb hexokinase: 1; EBV gp42 block: 8; KCC2 mod: 0.11; Calpain2 inh: -31; Furin inh: -27; PPC-1+TRAIL kill: 12; TRPML3 agonist: 0.9

Results for CC1CN(c2nc3ccccc3cc2-c2ccccc2)CC(C)O1 (centres undefined) ?
Thrombin inh: -2; TRPN1 ag: 0.1; Tb hexokinase: -7; EBV gp42 block: 1; KCC2 mod: -0.71; Calpain2 inh: -43; Furin inh: -10; PPC-1+TRAIL kill: 9; TRPML3 agonist: 0.2

What do the screens show for `Cc1ccc(NC(=O)CN(C)CC(=O)Nc2ccc(N3CCOCC3)cc2)c([N+](=O)[O-])c1`?
Thrombin inh: -6; TRPN1 ag: 0.6; Tb hexokinase: 20; EBV gp42 block: -14; KCC2 mod: 2.4; Calpain2 inh: 14; Furin inh: -5; PPC-1+TRAIL kill: 22; TRPML3 agonist: 0.6

What do the screens show for `Cc1ccc(S(=O)(=O)NNC(=O)c2cccs2)c(C)c1`?
Thrombin inh: -6; TRPN1 ag: 0.6; Tb hexokinase: 3; EBV gp42 block: -8; KCC2 mod: 1.3; Calpain2 inh: -3; Furin inh: -17; PPC-1+TRAIL kill: 2; TRPML3 agonist: 0.5

Results for O=C(c1cccc(Br)c1)N1CCN(S(=O)(=O)N2CCOCC2)CC1 ?
Thrombin inh: -11; TRPN1 ag: -0.3; Tb hexokinase: -3; EBV gp42 block: -14; KCC2 mod: -1.2; Calpain2 inh: -30; Furin inh: -39; PPC-1+TRAIL kill: 4; TRPML3 agonist: 0.7

Results for O=C1CCCC2=C1C1c3ccccc3C(=O)N1c1ccc(C(=O)c3ccccc3)cc1N2 (centres undefined) ?
Thrombin inh: 7; TRPN1 ag: -1.3; Tb hexokinase: -8; EBV gp42 block: -11; KCC2 mod: -1.1; Calpain2 inh: -47; Furin inh: -5[20 µM]; PPC-1+TRAIL kill: 12; TRPML3 agonist: -0.7

Results for Cc1nc(CCNC(=O)Cc2ccc(F)cc2)cs1 ?
Thrombin inh: -12; TRPN1 ag: 1.0; Tb hexokinase: -4; EBV gp42 block: -5; Calpain2 inh: -4; Furin inh: -41; PPC-1+TRAIL kill: -11; TRPML3 agonist: -0.1

Results for Nc1cc[n+](CC(=O)c2ccc3c(c2)OCCO3)cc1 ?
Thrombin inh: -2; TRPN1 ag: -0.8; Tb hexokinase: 7; EBV gp42 block: -2; KCC2 mod: 0.69; Calpain2 inh: 5; Furin inh: -17; PPC-1+TRAIL kill: 15; TRPML3 agonist: 0.1

Results for COc1ccc(N2CCC(CNC(=S)Nc3c(C)cc(C)cc3C)C2)cc1 (centres undefined) ?
Thrombin inh: -7; TRPN1 ag: 0.2; Tb hexokinase: 9; EBV gp42 block: 5; KCC2 mod: -0.41; Calpain2 inh: 14; Furin inh: -7; PPC-1+TRAIL kill: -2; TRPML3 agonist: -0.2

Results for O=C(NC(=S)Nc1ccc(S(=O)(=O)NC2CCCCC2)cc1)c1cccs1 ?
Thrombin inh: -1; TRPN1 ag: 0.7; Tb hexokinase: 2; EBV gp42 block: -9; KCC2 mod: 2; Calpain2 inh: 7; Furin inh: -9; PPC-1+TRAIL kill: 7; TRPML3 agonist: 0.9

How did O=C(COc1ccc(Cl)cc1Cl)NCCCCc1ccccc1 do in these assays?
Thrombin inh: -13; TRPN1 ag: -0.2; Tb hexokinase: 1; EBV gp42 block: 11; KCC2 mod: -0.0023; Calpain2 inh: 5; Furin inh: -13; PPC-1+TRAIL kill: 12; TRPML3 agonist: -0.8

Results for O=C(Nc1ccc2[nH]c(=O)[nH]c2c1)c1ccc(Cl)c(Cl)c1 ?
Thrombin inh: -6; TRPN1 ag: 1.6; Tb hexokinase: 0; EBV gp42 block: -1; KCC2 mod: 0.003; Calpain2 inh: -24; Furin inh: -28; PPC-1+TRAIL kill: 7; TRPML3 agonist: 0.4

What do the screens show for `CC(=O)Nc1ccc(NC(=O)C2(C)CC2(Cl)Cl)cc1` (centres undefined)?
Thrombin inh: -5; TRPN1 ag: 0.6; Tb hexokinase: 0; EBV gp42 block: -11; KCC2 mod: -0.34; Calpain2 inh: 11; Furin inh: -16; PPC-1+TRAIL kill: 3; TRPML3 agonist: 0.8

Next part; the last 3 above are carried over.
How did O=C(COc1ccc(Cl)cc1Cl)NCCCCc1ccccc1 do in these assays?
Thrombin inh: -13; TRPN1 ag: -0.2; Tb hexokinase: 1; EBV gp42 block: 11; KCC2 mod: -0.0023; Calpain2 inh: 5; Furin inh: -13; PPC-1+TRAIL kill: 12; TRPML3 agonist: -0.8

Results for O=C(Nc1ccc2[nH]c(=O)[nH]c2c1)c1ccc(Cl)c(Cl)c1 ?
Thrombin inh: -6; TRPN1 ag: 1.6; Tb hexokinase: 0; EBV gp42 block: -1; KCC2 mod: 0.003; Calpain2 inh: -24; Furin inh: -28; PPC-1+TRAIL kill: 7; TRPML3 agonist: 0.4

What do the screens show for `CC(=O)Nc1ccc(NC(=O)C2(C)CC2(Cl)Cl)cc1` (centres undefined)?
Thrombin inh: -5; TRPN1 ag: 0.6; Tb hexokinase: 0; EBV gp42 block: -11; KCC2 mod: -0.34; Calpain2 inh: 11; Furin inh: -16; PPC-1+TRAIL kill: 3; TRPML3 agonist: 0.8

Results for O=C(O)c1ccc(-c2nc(-c3ccccc3Cl)cs2)cc1 ?
Thrombin inh: 6; TRPN1 ag: 0.2; Tb hexokinase: -10; EBV gp42 block: 2; KCC2 mod: -0.6; Calpain2 inh: -28; Furin inh: -18; PPC-1+TRAIL kill: 30; TRPML3 agonist: -0.2

Results for O=C(/C=C/c1ccc(Cl)cc1)N1CCN(c2ccccn2)CC1 ?
Thrombin inh: -14; TRPN1 ag: 1.1; Tb hexokinase: -5; EBV gp42 block: 0; KCC2 mod: -0.35; Calpain2 inh: -2; Furin inh: -15; PPC-1+TRAIL kill: 15; TRPML3 agonist: 0.1

What do the screens show for `CC(C)NC(=O)C1CCN(C(=O)c2cc3sccc3n2Cc2ccc(F)cc2)CC1`?
Thrombin inh: 4; TRPN1 ag: 3.9; Tb hexokinase: -5; EBV gp42 block: -5; KCC2 mod: -0.6; Calpain2 inh: -8; Furin inh: -27; PPC-1+TRAIL kill: -9; TRPML3 agonist: 1.1

What do the screens show for `COC(=O)c1sc(NC(=O)CSc2nnc(C(C)C)n2C)nc1C`?
Thrombin inh: 2; TRPN1 ag: 1.4; Tb hexokinase: -7; EBV gp42 block: -12; KCC2 mod: -1.7; Calpain2 inh: -23; Furin inh: -11; PPC-1+TRAIL kill: -11; TRPML3 agonist: 0.9

What do the screens show for `O=C(c1c(F)cccc1F)N1CCN(c2ccccc2F)CC1`?
Thrombin inh: 0; TRPN1 ag: 0.1; Tb hexokinase: 0; EBV gp42 block: -12; Calpain2 inh: -21; Furin inh: -14; PPC-1+TRAIL kill: 23; TRPML3 agonist: 1.0

What do the screens show for `CCC(=O)O[C@]1(C(=O)CCl)[C@@H](C)C[C@H]2[C@@H]3CCC4=CC(=O)C=C[C@]4(C)[C@@]3(F)[C@@H](O)C[C@@]21C`?
TRPN1 ag: 2.6; Tb hexokinase: -2; EBV gp42 block: 2; KCC2 mod: -0.59; Calpain2 inh: 3; Furin inh: -11; PPC-1+TRAIL kill: 30; TRPML3 agonist: 1.1

How did CCCCCSc1nnc2c(n1)OC(c1cccn1C)N(C(C)=O)c1ccccc1-2 (centres undefined) do in these assays?
Thrombin inh: 4; TRPN1 ag: -0.5; Tb hexokinase: -17; EBV gp42 block: 6; KCC2 mod: -1.1; Calpain2 inh: -4; Furin inh: -10; PPC-1+TRAIL kill: 27; TRPML3 agonist: 0.2

Results for CN(CC(=O)Nc1ccccc1Cl)C(=O)CSc1ncc(C(F)(F)F)cc1Cl ?
Thrombin inh: -2; TRPN1 ag: -1.5; Tb hexokinase: 4; EBV gp42 block: -22; KCC2 mod: -1.2; Calpain2 inh: 1; Furin inh: -21; PPC-1+TRAIL kill: -11; TRPML3 agonist: 0.5

What do the screens show for `COc1ccc(/C=C(/NC(=O)c2ccc(C)cc2)c2nc3ccccc3[nH]2)cc1OC`?
Thrombin inh: 4; TRPN1 ag: 0.3; Tb hexokinase: -41; EBV gp42 block: -13; KCC2 mod: -0.04; Calpain2 inh: -159; Furin inh: -8[20 µM]; PPC-1+TRAIL kill: 17; TRPML3 agonist: -0.3

How did Cc1cccc(C)c1NC(=S)NCCCN1CCCC1=O do in these assays?
Thrombin inh: -9; TRPN1 ag: 1.0; Tb hexokinase: 25; EBV gp42 block: -3; KCC2 mod: 0.79; Calpain2 inh: -11; Furin inh: -18; PPC-1+TRAIL kill: 33; TRPML3 agonist: 0.5
